PrPC TRFRET: cell surface PrPC inhibition, primary TR-FRET screen; P04156; TR-FRET read-out; inhibition, % at 13.8 µM; 0.43% of 370,000 active; in the data active means inhibition above about 24%; further: 0% = median of the test wells and 100% = reference compound wells
FadD28 binding: inhibitors of Mycobacterium tuberculosis FadD28 bisubstrate binding | FadD28 bisubstrate probe binding, fluorescence polarization | inhibition, % at 12.5 µM | 0.22% of 360,000 active | AID 588549; in the data active means inhibition above about 8.5%, passing the limit was not always enough; inconclusive means no clear call, values can overlap the other calls
BoNT F protease: BoNT F light chain protease inhibition; Multiplex microsphere protease cleavage assay, flow cytometry; inhibition, % at 10 µM; 0.22% of 360,000 active; AID 588497; in the data active means inhibition above about 35%, passing the limit was not always enough; inconclusive means no clear call, values can overlap the other calls; further: plate controls were buffer without enzyme for full effect and enzyme alone for no effect
Mtb FBA inh: inhibitors of M. tuberculosis fructose-bisphosphate aldolase; P9WQA3; purified M. tuberculosis FBA, fluorescence read-out; inhibition, % at 1 µM; 2.3% of 360,000 active; in the data active means inhibition above about 27%;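 further: 0% = vehicle and 100% = reference inhibitor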
Target sequence (P9WQA3 whole entry, looked up): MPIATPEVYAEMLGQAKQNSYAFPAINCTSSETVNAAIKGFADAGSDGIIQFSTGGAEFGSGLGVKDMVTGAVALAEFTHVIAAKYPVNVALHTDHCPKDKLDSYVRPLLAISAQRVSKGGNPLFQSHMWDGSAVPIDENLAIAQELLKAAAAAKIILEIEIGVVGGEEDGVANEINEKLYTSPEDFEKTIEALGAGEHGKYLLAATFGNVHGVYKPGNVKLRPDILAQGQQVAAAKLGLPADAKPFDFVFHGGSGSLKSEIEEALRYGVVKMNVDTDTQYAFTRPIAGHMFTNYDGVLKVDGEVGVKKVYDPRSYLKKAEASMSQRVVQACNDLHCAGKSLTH
UGM FP inh: blocks M. tuberculosis UGM enzyme; P9WIQ1; purified UGM, fluorescence polarization probe displacement; inhibition, % at 10 µM; 0.06% of 320,000 active; AID 504406; in the data active means inhibition above about 10%, passing the limit was not always enough; inconclusive means no clear call, values can overlap the other calls
Target sequence (P9WIQ1 whole entry, looked up): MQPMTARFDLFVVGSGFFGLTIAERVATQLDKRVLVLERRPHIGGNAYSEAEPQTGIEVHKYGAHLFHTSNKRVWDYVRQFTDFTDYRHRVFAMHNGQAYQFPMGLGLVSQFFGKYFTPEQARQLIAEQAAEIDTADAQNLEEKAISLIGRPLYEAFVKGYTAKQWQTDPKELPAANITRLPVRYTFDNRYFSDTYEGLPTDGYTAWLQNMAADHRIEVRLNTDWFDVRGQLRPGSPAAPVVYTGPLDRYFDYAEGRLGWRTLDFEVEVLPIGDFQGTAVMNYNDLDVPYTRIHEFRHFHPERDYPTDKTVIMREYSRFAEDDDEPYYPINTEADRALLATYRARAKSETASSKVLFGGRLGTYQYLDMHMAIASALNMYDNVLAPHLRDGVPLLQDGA
BoNT-A LC inh2: BoNT A light chain protease inhibition; multiplex microsphere protease substrate cleavage, flow cytometry; inhibition, % at 10 µM; AID 588499; 0.17% of 360,000 active; in the data active means inhibition above about 30%; inconclusive means no clear call, values can overlap the other calls; further: plate controls were buffer without enzyme for full effect and enzyme alone for no effect
GDH-TPI counter: GDH-TPI coupled enzyme inhibition counter-screen | GDH-TPI coupled enzyme counterscreen, NADH absorbance | inhibition, % at 4.8 µM | 1.2% of 360,000 active | AID 588335;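 further: 0% = DMSO wells and 100% = wells lacking the enzyme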
CCHF vOTU inh: CCHFV vOTU protease inhibition; AID 651958; inhibition, % at 11.5 µM; Pep-AMC fluorescence; 0.55% of 370,000 active; further: 0% = vehicle wells with enzyme and 100% = no enzyme wells
BioA inh: blocks M. tuberculosis BioA enzyme activity. purified M. tuberculosis BioA enzyme, plate reader. inhibition, % at 9.99 µM. 0.096% of 360,000 active. AID 602481; in the data active means inhibition above about 40%; inconclusive means no clear call, values can overlap the other calls
The depositor's hits bear a star; u = inconclusive; x = no result given; + = active, no number; & = joins results of further samples. Unless noted, no stated cut-off is given here; in the data, active means inhibition above about 30%; inactive means the rest.

SMILES	PrPC TRFRET	FadD28 binding	BoNT F protease	Mtb FBA inh	UGM FP inh	BoNT-A LC inh2	GDH-TPI counter	CCHF vOTU inh	BioA inh
CC(=O)Nc1cc(-c2ccccc2N(C)C)cn2c(-c3ccc(F)c(Cl)c3)cnc12	-32	-3.6	-1	2	x	0.0	-10	-1	-0.6
S=c1[nH]nc(C2CCCCC2)n1/N=C/c1ccncc1	1	-0.7	-4	1	-2.3	-0.5	3	-13	x
COc1ccc(C(C)(C)NC(=O)C2CCC(=O)N(C3CCCC3)C2)cc1OC (configuration not stated)	-3	-0.5	-3	1	-2.1	-0.6	-2	-8	-2.2
O=C(Nc1ccccc1F)c1cnccn1	-2	-5.6	-2	1	2.1	-0.3	-7	-1	-0.4
CN(C)CCNc1c(N)c(=O)oc2ccccc12	3	0.9	-1	2	-1.5	0.7	1	5	x
COc1cc(/C=N\NC(=O)c2ccc(C)nc2)ccc1OC(=O)c1ccc2c(c1)OCO2	8	0.8	-6	-3	0.5	-0.2	9	6	x
Cc1c(C)c2ccc(O)c(CN3CCCC3)c2oc1=O	3	-1.8	-12	+	-0.4	3.5	12	-362	-1.2
COc1cc2c(cc1NC(=O)C(C)OC(=O)C1CC(=O)N(Cc3ccco3)C1)oc1ccccc12 (configuration not stated)	3	0.4	-4	-2	0.0	0.6	22	-13	-2.2
CN(CC(=O)N1CCCCCC1)S(=O)(=O)c1cccc2cccnc12	1	0.1	-19	1	1.1	-0.7	7	8	-0.8
O=C(N/N=C/c1ccncc1)C1C2CCCCCCC21 (configuration not stated)	1	0.2	3	-1	-1.8	0.2	2	-14	-1.7
C=C(C)CC1Nc2ccccc2NC1CC(=C)C (configuration not stated)	1	-1.7	-61	6	0.6	1.4	17	12	-1.8
Cc1ccc(C2=C/C(=C/c3cccs3)C(=O)O2)cc1	-5	-1.1	-10	-2	2.2	0.5	14	-12	-5.3
COc1ccc(C(=O)NNC(=O)Cc2ccc([N+](=O)[O-])cc2)cc1	-13	-1.6	1	-4	-0.7	0.6	4	-4	1.6
Cc1[nH]c(=O)c(C#N)c(C)c1Cc1ccc(Cl)cc1Cl	-2	-3.2	-6	-5	0.5	-0.8	2	-18	-2.0
Cc1ccc(S(=O)(=O)N2CCN(C(C)CC(=O)O)CC2)cc1 (configuration not stated)	4	-1.2	-3	0	-2.9	-2.2	-6	-2	-2.5
CCNC(=O)CN(C1CCCCC1)S(=O)(=O)c1ccc(F)cc1	-11	-3.1	2	1	9.4	0.4	-7	-3	-2.0
CCN(CC)S(=O)(=O)c1cccc(NC(=O)COC(=O)CCC(=O)c2ccc(F)cc2)c1	-3	-1.1	-2	-1	-1.0	-0.3	3	0	x
CC(C)Cc1cc(CN2CCCC(CO)(Cc3cccc(Cl)c3)C2)[nH]n1 (configuration not stated)	-7	-3.4	6	5	-5.5	-0.3	-1	3	x
COCC(=O)Nc1ccc([N+](=O)[O-])cc1C	-6	-3.4	-2	-9	-0.3	0.3	10	1	0.9
O=C(Nc1nncs1)c1cc(S(=O)(=O)N2CCCCC2)ccc1Cl	6	0.0	3	1	0.9	-0.7	-4	12	4.1
CN(C)S(=O)(=O)c1ccc(C(=O)Nc2nnc(SCc3cccc(F)c3)s2)cc1	-3	-2.8	-2	3	2.1	-0.1	5	7	4.0
CCCc1nc(N2CCN(S(=O)(=O)c3ccc(Cl)cc3)CC2)c2c(C)c(C)sc2n1	-1	-0.4	-4	-1	-0.8	-17	-8	-3	-1.4
COc1ccc(-c2ccc(CCC(=O)O)n2CC(C)C)cc1	6	3.1	6	41*	1.8	0.7	-12	-97	x
COC(=O)C1=C(C)N(C)C(=S)NC1c1ccc(OC)cc1OC (configuration not stated)	7	-3.2	4	-1	1.7	0.6	-5	1	x
Cc1oc(-c2ccccc2F)nc1CS(=O)CC(=O)NCCN1CCCCC1C (configuration not stated)	-1	-0.5	-3	-2	-1.2	-1.8	-6	0	0.2
Nc1ccc(-c2ccc(N)cc2C(F)(F)F)c(C(F)(F)F)c1	-8	-7.5	-1	0	-2.7	-0.1	5	1	-1.9
CCOC(=O)C1=C(COC(=O)c2ccc(C)s2)NC(=O)NC1C (configuration not stated)	7	0.9	u	2	-1.0	u	-6	10	0.7
Cc1cc2c(c(C)nn2-c2ccccc2)c(=O)o1	-7	-4.7	-5	0	1.7	-0.3	-3	-1	0.5
CCC1(O)C(=O)OCc2c1cc1n(c2=O)Cc2cc3cc(O)ccc3nc2-1 (configuration not stated)	-16	-2.7	2	29*	x	-0.1	27	-32	-0.1
CCOc1ccc(CN(C)C(=O)CNC(=O)c2sc3ccccc3c2Cl)cc1	1	-1.0	-9	-3	-3.1	-3.5	2	-5	-1.6
Cc1cccnc1NC(=O)Nc1cccc(F)c1	-1	-0.9	-6	2	x	0.0	12	0	-0.9
O=C(c1ccco1)N1CCN(C(=O)c2ccc(-c3ccc([N+](=O)[O-])cc3)o2)CC1	-34	x	0	1	-4.8	2.8	13	24	1.7
COc1cccc(C(=O)O[C@H]2[C@H](Cc3ccccc3)NS(=O)(=O)[C@H]3C[C@@H]4C=C[C@]23O4)c1	8	-1.5	-1	-1	0.1	0.1	6	-3	-2.3
CCOC(=O)CCNC(=O)CCNC(=O)C(c1ccccc1)c1ccccc1	4	-0.4	-3	7	-0.3	-0.5	6	2	x
Cc1ncsc1C(=O)N1CCCC(CNS(=O)(=O)c2cccs2)C1 (configuration not stated)	0	-1.3	-22	5	4.3	-2.9	-1	-7	x
CC(Oc1ccc(Cl)cc1)c1ccnn1S(=O)(=O)c1ccc(Cl)cc1 (configuration not stated)	4	-3.1	-10	-1	1.2	0.2	3	8	0.2
COc1ccc(N2CCN(C(=O)CCC(=O)c3cc(C)sc3C)CC2)cc1	-1	-2.9	-41	2	0.4	0.6	-3	3	x
COc1ccc(NC(=O)COC(=O)CNS(=O)(=O)c2ccc(C)cc2)c(OC)c1	6	-1.9	0	-7	1.2	-0.1	-3	9	x
Cc1cccc(Cl)c1NNC(=O)Nc1c([N+](=O)[O-])c(C)nn1C	-8	-1.5	u	4	-1.2	u	7	1	x
C/C(Cl)=C\Cn1c(Nc2ccccc2)nc2c1c(=O)n(C)c(=O)n2C	-4	1.3	-4	6	-0.8	-0.5	-9	6	-1.9
COCCNC(=O)CC(=O)N/N=C/c1ccc(C(=O)OC)cc1	1	-0.1	-1	6	1.2	0.4	-1	3	0.1
Cc1cc(Cl)ccc1N(CC(=O)NCCSCc1ccco1)S(C)(=O)=O	5	-2.4	-3	1	1.5	-1.6	-1	-5	5.0
O=C(N/N=C/c1cccnc1)c1ccc(F)cc1	9	-1.5	-5	5	-0.7	-0.1	6	14	4.3
CC1(c2nnc(-c3cccc(Cl)c3)o2)CC(c2ccc(OC(F)(F)F)cc2)=NO1 (configuration not stated)	4	-3.3	-2	-3	-1.9	-0.4	11	18	-2.4
CCOc1ccc(NC(=O)CSc2nc(-c3cccs3)cc(C(F)(F)F)n2)c([N+](=O)[O-])c1	2	0.9	-6	-2	6.8	-1.0	3	-6	x
CN(CC(=O)Nc1ccc(F)c(F)c1F)C(=O)c1ccc2c(c1)S(=O)(=O)N=C1CCCCCN12	-3	-0.3	-7	3	-2.4	-4.8	-4	8	x
CCOCCCNC(=O)C(c1ccc(Cl)cc1)N1CCC2(CC1)OCCO2 (configuration not stated)	-5	-1.2	-2	-3	-0.8	-1.8	1	1	0.0
C[C@@H]1CN([C@H](C)CO)C(=O)CCCn2nncc2CO[C@@H]1CN(C)S(=O)(=O)c1ccccc1F	0	-0.9	2	1	x	-0.3	3	-10	-1.4&-1.1
O=C(CCN1C(=O)c2ccccc2C1=O)OCN1C(=O)c2ccccc2C1=O	3	-2.0	11	2	1.4	0.8	-7	-3	-0.3
O=C1c2c([N+](=O)[O-])cc([N+](=O)[O-])cc2S(=O)N1Cc1ccccc1 (configuration not stated)	-53	1.8	1	0	4.0	-0.2	1	0	0.8

Some entries already given, showing only CCHF vOTU inh:
Compound	CCHF vOTU inh
COc1ccc(NC(=O)COC(=O)CNS(=O)(=O)c2ccc(C)cc2)c(OC)c1	9
Cc1cccc(Cl)c1NNC(=O)Nc1c([N+](=O)[O-])c(C)nn1C	1

A different layout for some results above.
Molecule | PrPC TRFRET | FadD28 binding | BoNT F protease | Mtb FBA inh | UGM FP inh | BoNT-A LC inh2 | GDH-TPI counter | CCHF vOTU inh | BioA inh
CC(=O)Nc1cc(-c2ccccc2N(C)C)cn2c(-c3ccc(F)c(Cl)c3)cnc12 | -32 | -3.6 | -1 | 2 | x | 0.0 | -10 | -1 | -0.6
S=c1[nH]nc(C2CCCCC2)n1/N=C/c1ccncc1 | 1 | -0.7 | -4 | 1 | -2.3 | -0.5 | 3 | -13 | x
COc1ccc(C(C)(C)NC(=O)C2CCC(=O)N(C3CCCC3)C2)cc1OC (configuration not stated) | -3 | -0.5 | -3 | 1 | -2.1 | -0.6 | -2 | -8 | -2.2
O=C(Nc1ccccc1F)c1cnccn1 | -2 | -5.6 | -2 | 1 | 2.1 | -0.3 | -7 | -1 | -0.4
CN(C)CCNc1c(N)c(=O)oc2ccccc12 | 3 | 0.9 | -1 | 2 | -1.5 | 0.7 | 1 | 5 | x
COc1cc(/C=N\NC(=O)c2ccc(C)nc2)ccc1OC(=O)c1ccc2c(c1)OCO2 | 8 | 0.8 | -6 | -3 | 0.5 | -0.2 | 9 | 6 | x
Cc1c(C)c2ccc(O)c(CN3CCCC3)c2oc1=O | 3 | -1.8 | -12 | + | -0.4 | 3.5 | 12 | -362 | -1.2
COc1cc2c(cc1NC(=O)C(C)OC(=O)C1CC(=O)N(Cc3ccco3)C1)oc1ccccc12 (configuration not stated) | 3 | 0.4 | -4 | -2 | 0.0 | 0.6 | 22 | -13 | -2.2
CN(CC(=O)N1CCCCCC1)S(=O)(=O)c1cccc2cccnc12 | 1 | 0.1 | -19 | 1 | 1.1 | -0.7 | 7 | 8 | -0.8
O=C(N/N=C/c1ccncc1)C1C2CCCCCCC21 (configuration not stated) | 1 | 0.2 | 3 | -1 | -1.8 | 0.2 | 2 | -14 | -1.7
C=C(C)CC1Nc2ccccc2NC1CC(=C)C (configuration not stated) | 1 | -1.7 | -61 | 6 | 0.6 | 1.4 | 17 | 12 | -1.8
